High-throughput results deposited in PubChem BioAssay by The Scripps Research Institute Molecular Screening Center.
Tn6 DDE FP: DD(E)-Tn6 binding inhibition, primary FP screen | inhibition, % at 8.3 µM | AID 720509 | Fibrin DD(E) TRITC-Tn6 fluorescence polarization displacement | P02675 | hit rate 0.21% among 370,000;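 active = inhibition above a per-campaign cutoff: mean of compounds within control limits plus 3 SD, cut at about 15% in these data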;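 note: 0% = median of all compound wells on the plate and 100% = blocking peptide control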
Target sequence (P02675 whole entry, looked up): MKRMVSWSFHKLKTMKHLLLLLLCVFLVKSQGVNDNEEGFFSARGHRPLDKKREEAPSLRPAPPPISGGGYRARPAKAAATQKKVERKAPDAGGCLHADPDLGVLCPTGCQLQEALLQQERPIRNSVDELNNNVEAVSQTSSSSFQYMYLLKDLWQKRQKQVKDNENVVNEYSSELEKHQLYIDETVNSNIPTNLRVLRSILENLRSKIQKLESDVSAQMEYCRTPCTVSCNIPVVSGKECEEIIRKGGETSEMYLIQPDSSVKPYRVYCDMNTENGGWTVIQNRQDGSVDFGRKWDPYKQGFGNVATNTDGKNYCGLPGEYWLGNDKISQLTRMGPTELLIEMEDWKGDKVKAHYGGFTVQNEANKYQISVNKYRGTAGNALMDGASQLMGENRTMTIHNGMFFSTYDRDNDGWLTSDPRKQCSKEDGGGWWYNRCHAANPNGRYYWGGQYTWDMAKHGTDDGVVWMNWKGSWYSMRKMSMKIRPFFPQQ
MBD2 inh: MBD2-methylated oligo binding inhibition; Q9UBB5; TR-FRET, MBD2 binding to methylated oligonucleotide; inhibition, % at 4.4 µM; hit rate 0.31% among 370,000; AID 686964; in the data active = inhibition above about 13%
Target sequence (Q9UBB5 whole entry, looked up): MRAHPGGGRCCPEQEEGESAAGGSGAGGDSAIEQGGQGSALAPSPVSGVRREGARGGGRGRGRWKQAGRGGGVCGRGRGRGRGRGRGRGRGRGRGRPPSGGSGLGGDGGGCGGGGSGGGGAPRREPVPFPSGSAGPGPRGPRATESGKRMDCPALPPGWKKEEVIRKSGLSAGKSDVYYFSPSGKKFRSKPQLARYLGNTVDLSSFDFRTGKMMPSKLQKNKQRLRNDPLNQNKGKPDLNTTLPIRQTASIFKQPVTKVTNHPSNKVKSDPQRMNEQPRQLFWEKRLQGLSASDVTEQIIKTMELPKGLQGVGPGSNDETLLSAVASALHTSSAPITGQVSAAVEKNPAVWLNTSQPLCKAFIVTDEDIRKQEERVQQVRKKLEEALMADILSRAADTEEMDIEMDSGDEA
PLCb3 inh: PLC-beta3 (human) inhibition, primary screen; Q01970; Purified PLC-beta3, fluorogenic substrate, fluorescence; inhibition, % at 12.2 µM; hit rate 0.18% among 370,000; in the data active = inhibition above about 11%;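 note: 0% = median of compound wells on plate and 100% = full blocker control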
DDE Tn7 FP inh: disrupts Tn7 cyclic peptide binding to fibrin D-Dimer-E complex. P02675. FP displacement of FITC-Tn7 peptide from fibrin DD(E); 0% = median of compound wells per plate. inhibition, % at 8.3 µM. hit rate 0.13% among 370,000. AID 720508;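 active = inhibition above the mean of compounds falling within the control limits plus 3 SD of them, cut at about 14% in these data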;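 note: 0% = plate median of compound wells and 100% = 10 µM Aha-Tn7 peptide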
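Assay system: human fibrin DD(E) protein / Input: 2 µM fibrin DD(E) / Benchmarks: high control of 10 µM Aha-Tn7 peptide / Measured by: fluorescence polarization of the labelled Tn7 tracer / Medium: Tris buffer with calcium and detergent, pH 7.8 / Timing: 10 min compound pre-incubation, 3 h probe incubation at room temperature / Repeats: one replicate per compound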
ARFGAP1 inhibitor: rat ARFGAP1 inhibition; Q62848; Arfgap1-stimulated ARF1 GTP hydrolysis, GDP FP detection; inhibition, % at 16.5 µM; hit rate 0.26% among 360,000; AID 651572;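 active = inhibition above a per-plate limit, mean inhibition of low control wells plus 3 SD, cut at about 25% in these data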;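 note: 0% = DMSO wells with enzyme and 100% = wells lacking Arfgap1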
Target sequence (Q62848 1-136 limits assumed): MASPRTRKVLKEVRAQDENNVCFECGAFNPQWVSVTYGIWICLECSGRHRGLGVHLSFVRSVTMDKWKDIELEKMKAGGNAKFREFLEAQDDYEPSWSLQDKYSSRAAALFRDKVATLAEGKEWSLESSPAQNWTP
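Repeats: one replicate per compound; assay system: rat Arfgap1 catalytic domain, aa 1-136; times: enzyme reaction 120 min at 25 °C after 20 min preincubation; detection: FP of antibody-bound GDP Alexa 633 tracer, ex 620/em 688 nm; benchmarks: high control wells lacking Arfgap1, low control full reaction with DMSO; reagent: human ARF1(Δ1-17)-GTP substrate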
ADAM17 inh: inhibitors of human ADAM17 | P78536 | recombinant ADAM17, EDANS/DABCYL FRET peptide cleavage | inhibition, % at 6.95 µM | hit rate 0.83% among 370,000 | AID 720648;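 active = inhibition above the mean of compounds lying between control limits plus 3 SD, set per campaign, cut at about 8.5% in these data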;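 note: 0% = DMSO-only wells as the low control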
PLCg1 inh: PLC-gamma1 (human) inhibition, primary screen; P19174; purified PLC-gamma1, fluorogenic substrate, fluorescence; inhibition, % at 12.2 µM; hit rate 0.84% among 370,000; in the data active = inhibition above about 9.5%
UHRF1 binding: UHRF1 methyl-DNA binding inhibition; Q96T88; UHRF1 binding to methylated oligo, TR-FRET; inhibition, % at 4.4 µM; hit rate 0.75% among 370,000; AID 687016; in the data active = inhibition above about 21%;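 note: UHRF1 SRA domain binding a hemimethylated CpG hairpin DNA probe; 0% = median of test compound wells and 100% = reference inhibitor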
ASAP1 GAP inh: blocks human ASAP1-stimulated Arf1 GTP hydrolysis | inhibition, % at 16.5 µM | Q9ULH1 | GDP FP detection | hit rate 0.19% among 360,000; in the data active = inhibition above about 25%;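 note: 0% = vehicle with enzyme and substrate and 100% = no enzyme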
proKLK7 act: activators of human kallikrein-7 zymogen; activation, % at 7 µM; hit rate 0.9% among 370,000; P49862; purified proKLK7, EDANS-DABCYL substrate fluorescence; 100% is mature enzyme control, 0% vehicle;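 active = activation above the mean of all tested compounds plus 3 SD, computed per campaign excluding outliers beyond control limits, cut at about 13% in these data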
The depositor's hits bear a star; i = inactive; / = not tested or not shown.

SMILES	Tn6 DDE FP	MBD2 inh	PLCb3 inh	DDE Tn7 FP inh	ARFGAP1 inhibitor	ADAM17 inh	PLCg1 inh	UHRF1 binding	ASAP1 GAP inh	proKLK7 act
Oc1ccc(Cl)cc1CNc1cnc2ccccc2c1	-13	-7	-57	3	14	-92	-44	-1	-3	2.2
Cc1cnc(C=O)c2cccc([N+](=O)[O-])c12	4	-1	-4	7	-5	-5	0	-1	-11	-0.9
O=C(NCC1CCCCC1)c1cc([N+](=O)[O-])ccc1N1CCOCC1	0	10	-6	8	7	-1	0	19	-10	0.5
CCN(CC)S(=O)(=O)c1cccc(-c2cn3cc(C)ccc3n2)c1	-2	5	-74	3	7	-18	-69	1	-18	-0.6
Cc1c(C(=O)Nc2cccc(C(F)(F)F)c2)oc2ccc(S(=O)(=O)N3CCOCC3)cc12	4	-4	2	3	16	-3	1	2	12	0.0
CC1CC(N(C(=O)c2ccc(Cl)cc2)c2ccccc2)c2ccccc2N1C(=O)c1ccco1 (configuration not stated)	-7	1	0	-4	-9	4	-3	-1	-12	0.1
COc1ccc(-n2c(=S)[nH]c3cc(C(=O)N(C)Cc4ccccc4)ccc3c2=O)cc1	1	-1	1	-2	2	7	12*	2	-4	0.4
COCCNC(=S)N=Nc1c(O)[nH]c2ccc([N+](=O)[O-])cc12	5	0	-5	0	2	-3	-2	-1	30*	-0.2
O=C(C[n+]1ccccc1)N/N=C/c1ccc(Cl)cc1	-7	1	-5	-1	1	-5	3	4	2	-0.7
O=C(O)c1ccc(COc2c(F)c(F)cc(F)c2F)cc1	1	-2	3	1	3	0	-1	-1	-3	-0.2
Cc1ccc([C@H]2C[C@@H](n3cc(COC(=O)c4ccccc4)nn3)[C@H](O)CN2C(=O)c2cccs2)cc1	-3	-2	-1	-1	0	0	0	-2	0	1.1
Cc1ccccc1Nc1nc(N)nc(CN2C(=O)NC3(CCCCC3C)C2=O)n1 (configuration not stated)	-13	7	1	4	-3	-6	-1	0	1	-0.4
CCc1nc2nc(C)c(NS(=O)(=O)c3ccc(F)cc3)c(=O)n2[nH]1	-5	4	8	-1	11	3	11*	6	13	-1.1
CCNC(=S)N/N=C/c1sc(N2CCCCC2)nc1-c1cccs1	4	1	-25	1	-8	-1	-21	-3	13	-18
CC1=C(C(N)=O)C(c2ccc(Br)cc2)n2nc(CCCO)nc2N1 (configuration not stated)	1	0	1	3	1	-4	-1	1	12	-0.2
CCNC(=O)C1CN(S(=O)(=O)c2ccccc2)CCN1S(=O)(=O)c1ccccc1 (configuration not stated)	10	-1	1	6	7	-5	-1	4	-16	-0.1
COc1ccccc1NS(=O)(=O)c1cccc(NS(=O)(=O)c2ccc(Cl)c(C(=O)O)c2)c1	7	1	3	-5	5	0	2	0	3	-0.2
COC(=O)CN(c1ccc(C)cc1)S(=O)(=O)c1ccc(F)cc1	2	4	3	-6	8	5	4	5	-4	-0.2
O=C(CNc1ccc(C(F)(F)F)cc1[N+](=O)[O-])OCC(=O)c1ccccc1	0	2	-4	-1	6	-1	0	1	8	0.4
O=C(CN1CCC(c2nc3ccccc3[nH]2)CC1)Nc1ccc2c(c1)OCO2	5	-3	-3	-5	5	-3	-3	0	6	0.2
Cc1ccc(S(=O)(=O)N(C)C)cc1NC(=O)Cn1c(CN2CCOCC2)nc2ccccc2c1=O	-9	4	-1	-2	9	1	6	0	-3	0.5
O=C(CSc1nnc(Cn2c(=O)sc3ccccc32)n1-c1ccccc1)Nc1nccs1	-7	6	0	4	7	0	1	1	-8	-0.2
O=C(NC(c1ccccc1)c1cnccn1)C1CCN(CCOc2ccc(Cl)cc2Cl)CC1 (configuration not stated)	3	-2	-4	1	3	-4	0	-3	-2	1.2
Cc1ccccc1-c1nnc(SCC(=O)NC2CCCCC2)o1	5	5	0	3	-7	-3	-1	-1	5	-1.0
COCCSc1nnc(NC(=O)Cc2cccs2)s1	-2	3	1	5	-4	-3	0	-1	-8	0.6
Next part:
SMILES	Tn6 DDE FP	MBD2 inh	PLCb3 inh	DDE Tn7 FP inh	ARFGAP1 inhibitor	ADAM17 inh	PLCg1 inh	UHRF1 binding	ASAP1 GAP inh	proKLK7 act
Cc1cc(C)cc(NC(=O)C(c2ccccc2)N2CCN(CC(=O)N3CCCC3)CC2)c1 (configuration not stated)	-3	-3	-7	-6	-5	-1	-1	1	14	-0.5
CCCCN(C(=O)CSCc1c(C)noc1C)c1c(N)n(CCCC)c(=O)[nH]c1=O	-5	-5	-9	-2	-19	-6	-2	-3	1	-0.1
CCNC(=O)NC(=O)COC(=O)CCc1nc(=O)c2ccccc2n1C	3	2	2	-1	-6	-3	2	-5	6	0.0
Cc1ccc(NC(=O)CCNS(=O)(=O)c2ccc3[nH]c(=O)oc3c2)cc1N(C)C	0	-8	-6	3	4	-1	4	1	-3	-0.9
C[C@H]1CCCC(=O)N[C@@H](c2ccccc2)[C@@H](C)CCCC(=O)N[C@H]1c1ccccc1	-4	3	2	1	/	-4	0	0	/	-0.3
COc1ccccc1CNc1nc(Oc2cccc(F)c2)c2sccc2n1	-5	1	1	1	3	-3	3	0	-2	-0.8
c1ccc(-c2nnc(SCC3CCCCO3)nc2-c2ccccc2)cc1 (configuration not stated)	-3	6	7	-13	8	6	17*	3	-1	0.3
CC(C)(C)c1ccc(-c2noc(CCC(=O)NCc3ccco3)n2)cc1	0	-4	-5	-6	2	1	1	-2	-6	1.1
Cc1ccc(S(=O)(=O)N2CCC(Oc3cccc(C(F)(F)F)c3)CC2)cc1	5	0	-6	5	5	0	0	3	1	-0.1
COc1cc(/C=C2/SC(=S)N(CC(=O)NNC(=O)c3ccc(F)cc3)C2=O)cc(OC)c1OC	7	-1	-3	-2	4	-2	-2	0	14	-0.3
C=CCn1c(N)c(C(=O)NCc2cccnc2)sc1=S	1	1	2	1	2	3	2	-2	14	-0.1
Cc1cc(C)c(S(=O)(=O)Nc2ncn[nH]2)c(C)c1	8	-5	-2	-8	13	1	0	1	-17	0.3
CC(C)C(=O)N1CCN(c2ccccc2NC(=S)NC(=O)c2ccco2)CC1	6	-2	-5	3	0	-2	0	-1	-3	-0.4
CC1(C(=O)Nc2ccc3c(c2)OCCO3)CN(S(C)(=O)=O)CC(=O)N1CCc1ccccc1 (configuration not stated)	-1	-4	1	2	12	4	1	2	-1	-0.5
Cc1noc(C)c1COc1ccc(CC(=O)NCCc2ccccc2)cc1	-4	-5	-7	-7	2	-5	7	0	-11	0.6
CC(C)c1nc2sc3c(c2c(=O)o1)CCCC3	6	-4	-7	3	-4	-3	0	-2	1	0.2
O=C(c1ccc(=O)oc1)N1CCN(c2ccc(F)cc2)CC1	-2	0	-16	-4	-7	-27	-7	1	8	-0.6
CC(C#CCN1CCCCC1)OCCOCc1ccccc1 (configuration not stated)	-6	4	-5	2	-1	-3	-3	0	2	-0.4
CC(=O)Nc1cc2c(cc1[N+](=O)[O-])OCCO2	0	2	5	-3	0	5	5	-2	-9	-0.6
CCOc1ccccc1/C=C(/C#N)C(N)=O	2	-4	-7	-1	7	-3	5	1	16	-0.1
O=C(CN1C(=O)c2ccccc2C1=O)c1ccc(F)cc1	1	2	-4	1	-7	-3	2	-1	-2	0.7
O=C(O)Cc1nn(Cc2ccc(Cl)cc2)c(=O)c2ccccc12	6	-3	-6	4	7	0	-7	-1	-16	-0.6
COC(=O)C1=NN(C(=O)c2ccccc2)C(C)(O)C1 (configuration not stated)	4	-7	5	-3	1	0	4	-2	12	-0.4
COc1ccccc1NS(=O)(=O)N(C)C	0	-2	2	4	-5	-1	2	0	-9	-0.1
CC(NC(=O)COC(=O)c1cc([N+](=O)[O-])ccc1N1CCOCC1)c1ccccc1 (configuration not stated)	2	0	-3	4	-8	4	-1	-4	9	-0.4
(listing goes on)
SMILES	Tn6 DDE FP	MBD2 inh	PLCb3 inh	DDE Tn7 FP inh	ARFGAP1 inhibitor	ADAM17 inh	PLCg1 inh	UHRF1 binding	ASAP1 GAP inh	proKLK7 act
COc1ccc(S[C@]2(C(=O)N(C)C)CC(=O)N(c3ccc(C#N)cc3)[C@@H]2c2ccc(OC)cc2)cc1	1	-4	2	-3	/	5	7	1	/	1.6
COc1ccccc1N1C(=O)CC(Sc2nccc(C)n2)C1=O (configuration not stated)	-4	3	-11	2	7	-4	2	4	6	-0.3
Cc1sc2nc(C3CC3)nc(N3CCN(C(=O)c4ccccc4F)CC3)c2c1C	-10	-5	-5	-5	-6	-1	-2	-2	-8	-0.5
COc1ccccc1[C@H]1C(c2ccc(F)cc2)=NN(c2ccccc2)[C@@H]1CO	1	-3	i	-9	8	i	i	3	-7	-58
CCOC(=O)c1sc(=S)n(C)c1NC(=O)c1ccccc1Cl	0	-3	2	-2	4	0	0	2	7	-0.4
O=C1COc2ccc(S(=O)(=O)CCC(=O)NC3CCCCC3)cc2N1	-5	2	-7	1	-2	-4	0	0	4	0.1
COc1ccc2[nH]c3c(=O)n(N)c(=O)[nH]c3c2c1	5	-1	-289	-4	0	-194	-220	-3	-4	-4.7
Cc1c(C)c(C)c(S(=O)(=O)N2CCC3(CC2)OCCO3)c(C)c1C	-4	4	-5	7	13	0	-2	-1	13	0.9
COc1ccc(C(=O)COC(=O)CNC(=O)c2ccc(OC)cc2)cc1	2	1	0	1	-9	-1	-2	2	9	-0.3
CCCC(=O)Nc1nc(C)c(-c2csc(Nc3ccc(Cl)cc3)n2)s1	-5	4	-17	-10	17	0	-6	1	5	-0.5
O=C(COc1ccccc1)Nc1ccc2c(c1)C(=O)N(CC1CCCO1)C2=O (configuration not stated)	-8	1	-10	0	0	-7	-2	2	16	-0.4
O=C(NCCCN1CCOCC1)c1ccc2c(c1)N(Cc1ccc(Cl)cc1)C(=O)c1ccccc1S2=O (configuration not stated)	3	-2	-6	2	7	2	1	-2	2	-0.1
c1ccc(-c2cn(-c3ccccc3)c3[n+]2CCCS3)cc1	-9	2	-10	-1	4	-2	3	0	2	0.3
CCOC(=O)c1c(NC(=O)CN2C(=O)NC(C)(c3ccc(Cl)cc3)C2=O)sc(C(=O)NC)c1C (configuration not stated)	7	-3	-1	1	-1	7	-2	-1	12	-0.2
O=C(/C=C/c1ccccc1Cl)N1CCN(c2ncccn2)CC1	-1	0	-1	-1	12	0	0	1	4	1.1
CCc1ccc(S(=O)(=O)NCc2ccc(N3CCN(C)CC3)cc2)cc1	5	-1	-2	0	-2	-3	1	-1	3	0.6
Cc1ccc2nc(NC(=O)COC(=O)CSc3nc(C)cc(C)n3)sc2c1	-2	6	-4	0	5	-4	-3	6	-1	-0.1

No enrichment for hits. Share with any hit: about 4.1%.
